Screening data deposited in PubChem BioAssay by several laboratories.
NS5 inhibitors = Dengue-2 NS5 methyltransferase inhibitors, primary screen, biochemical, confirmation dose response (AID 588689) | Genome polyprotein (Dengue virus type 2 (strain 16681-PDK53)) | Dengue-2 NS5 methyltransferase capping enzyme assay, biochemical; higher % means a stronger effect | inhibition, % at 25 µM, or IC50 in µM where a hit was titrated | hit rate 0.3% among 340,000; in the data active means a potency from the dose series; inconclusive means inhibition above about 29% without an active follow-up result
AID2073 = inhibitors of Mint1-CaV2.2 protein interaction, biochemical, HTRF (AID 2073); HTRF protein-protein interaction, Mint1-CaV2.2; higher % means a stronger effect; one-dose inhibition, % at 20 µM; IC50 in µM for titrated hits; hit rate 0.19% among 290,000; in the data active means inhibition mostly above about 51%, no sharp cut-off; inconclusive means no clear call, values can overlap the other calls; inactive means mostly below about 53%; further: some results filed as inactive read as strong as hits
UTI89 phage lysis = inhibition of K1F phage lysis, E. coli UTI89, bacterial capsule biogenesis inhibitors, alamar blue (AID 488966). E. coli UTI89 K1F phage lysis, alamar blue, 2 h; higher % means a stronger effect. one-dose inhibition, % at 100 µM; IC50 in µM for titrated hits. hit rate 0.02% among 340,000;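 active means phage lysis inhibition, versus mean bacterial control, above a set limit; inconclusive means no clear call, values can overlap the other calls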;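 further: capsule biogenesis inhibitors block K1F phage lysis so surviving cells raise fluorescence; higher fluorescence means more inhibition of phage lysis; actives were called in the ten point dose series up to 300 µM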
WT yeast gro inh = growth inhibition of WT strain, primary screen, mitochondrial fusion inhibitor project, WT and mutant strains, chemical genetic; mitochondrial fusion phenotypic screen; inhibition, % at 10 µM; hit rate 2.1% among 190,000; AID 1362, 2008; in the data active means inhibition above about 58%; tested in S. cerevisiae
RSV CPE inhibition = RSV antiviral activity via CPE protection, HEp-2 cells, primary 10 µM value included (AID 2391). hit rate 0.13% among 310,000. HEp-2 cells, RSV-induced CPE inhibition; higher % means a stronger effect. CPE inhibition, % at 10 µM, or IC50 in µM where a hit was titrated; in the data active means a potency from the dose series; inconclusive means CPE inhibition mostly from about 23% at the one dose, without a potency; inactive means the rest, 99 in 100 with CPE inhibition below about 21%; further: strong numbers were not always called active
NTR1 agonist = agonists of NTR1, primary screen, imaging, U2OS cells, beta-arrestin-GFP, high content (AID 493036); Neurotensin receptor type 1 (Homo sapiens), P30989; NTR1-U2OS beta-arrestin-GFP spot imaging, agonist mode; activation, % at 20 µM; hit rate 0.17% among 330,000;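 active means activation at or above 40% of the spot to cytoplasm intensity ratio, with at least 20 cells analyzed; inconclusive means wells under 20 cells, flagged as cytotoxic or low count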;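 further: 0% = DMSO without peptide and 100% = 100 nM NTR1 peptide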
Target sequence (P30989 whole entry, looked up): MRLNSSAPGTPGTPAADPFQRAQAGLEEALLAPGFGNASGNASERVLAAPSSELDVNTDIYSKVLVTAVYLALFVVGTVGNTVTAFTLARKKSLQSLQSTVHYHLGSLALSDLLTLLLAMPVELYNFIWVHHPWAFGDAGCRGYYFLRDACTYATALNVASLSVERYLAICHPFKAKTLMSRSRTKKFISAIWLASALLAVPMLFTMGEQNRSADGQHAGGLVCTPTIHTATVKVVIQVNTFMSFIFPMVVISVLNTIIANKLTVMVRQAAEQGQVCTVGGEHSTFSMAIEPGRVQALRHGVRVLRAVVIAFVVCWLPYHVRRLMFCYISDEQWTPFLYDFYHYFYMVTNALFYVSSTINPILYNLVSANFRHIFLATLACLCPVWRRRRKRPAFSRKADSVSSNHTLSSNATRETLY
Autophagy mod = autophagy modulators in MEF cells, primary screen, imaging, high-content, MEF GFP-LC3. MEF GFP-LC3 puncta imaging; test concentration mostly 10 µM. calls only at 10 µM (by protocol). hit rate 0.98% among 190,000;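 active means percentage of spot-positive cells more than 3 SD above its plate mean, without a fluorescence outlier flag or 80% toxicity; inconclusive means no clear call, values can overlap the other calls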;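 further: spot-positive cell cutoff set from DMSO-treated cells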
GPR35 arrestin U2OS = GPR35 antagonists blocking zaprinast-driven arrestin recruitment, primary screen, imaging, U2OS, beta-arrestin-GFP, zaprinast agonist (AID 2058). hit rate 0.052% among 290,000. U2OS GPR35 beta-arrestin-GFP translocation imaging, zaprinast antagonism; higher % means a stronger effect. G-protein coupled receptor 35 (Homo sapiens). one-dose inhibition, % at 10 µM; IC50 in µM for titrated hits;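 active means inhibition of at least 50% with at least 30 cells and total cytoplasm GFP at most 10,000,000; inconclusive means under 30 cells or total GFP of 10,000,000 plus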
LYP phosphatase = inhibitors of LYP phosphatase, biochemical, fluorescence intensity, uHTS (AID 1779) | hit rate 0.054% among 290,000 | Tyrosine-protein phosphatase non-receptor type 22 (Homo sapiens) | one-dose inhibition, % at 11.5 µM; IC50 in µM for titrated hits | recombinant LYP phosphatase, fluorescence intensity; higher % means a stronger effect; in the data active means inhibition above about 50%;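 further: plate controls were vehicle with enzyme for no effect and no enzyme for full effect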
WT yeast gro inh mutant strain = second read-out of WT yeast gro inh, no call of its own (marks repeat the call); inhibition, %; mitochondrial fusion phenotypic screen, mutant strain inhibition
Autophagy mod cell loss 18 h = further read-out of Autophagy mod, marked with its call; toxicity, %; measured here: cell loss, nuclei count;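 cell loss after 18 h compound exposure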
NTR1 agonist cell count 20 µM = further read-out of NTR1 agonist, marked with its call; cell count; measured here: cell count, cytotoxicity flag
NS5 inhibitors pilot replicate = second read-out of NS5 inhibitors, no call of its own (marks repeat the call); inhibition, %; measured here: pilot screen replicate inhibition
An asterisk follows results filed as active; i = inactive; ? = inconclusive; . = no result given; [ ] = dose if it differs, or a comment. Only part of the results is shown; count on the stated rates, not on these rows.

SMILES	NS5 inhibitors	AID2073	UTI89 phage lysis	WT yeast gro inh	WT yeast gro inh mutant strain	RSV CPE inhibition	NTR1 agonist	NTR1 agonist cell count 20 µM	Autophagy mod	Autophagy mod cell loss 18 h	GPR35 arrestin U2OS	LYP phosphatase	others
C[n+]1ccc(-c2ccccc2)c2ccccc21	-4.8%	.	0.2%	.	.	-0.2%	0.4	88	.	.	.	.
Cc1ccc2c(c1)C(c1ccccc1)NCC(=O)N2 (stereo not given)	-7.0%	11.5%	0.9%	6.2	7.9	-0.3%	-1.4	26	i	-3.5	1.8%	-4.5%
CC(C)Cc1nc(N2CCNCC2)c(C#N)c2c1CCC2	.	0.6%	.	.	.	10.5%	0.2	50	.	.	-11.3%	-2.9%
Cc1nc2ccc(Cl)cc2c(=O)n1-c1ccccc1Cl	-1.7%	-2.6%	0.3%	.	.	2.2%	0.3	58	.	.	5.2%	-10.9%
O=C(c1cc(C(=O)NCc2ccccc2)c(=O)n(Cc2ccccc2)c1)c1cc(Br)ccc1O	-11.8%	16.5%	-0.2%[50 µM]	26.3	-4.3	18.9%	4.6	76	i	-5.2	5.6%	-1.8%
COC(=O)C1=C(c2ccccc2)C[C@@H]2CC[C@H]1N2C(=O)NCc1ccco1	-9.4%	.	-1.1%	.	.	0.6%	1.7	87	.	.	.	.
CCOC(=O)c1c(C)n(COCCO)c2ccc(O)cc12	0.0%	1.9%	1.4%	-10.0	-12.6	1.2%	-1.0	50	i	2.0	12.7%	-5.1%
O=c1c2ccccc2nc(-c2ccc(Cl)cc2Cl)n1-c1nccs1	-4.4%	8.8%	2.3%	-0.8	3.6	3.0%	0.8	42	i	-5.0	-1.0%	-5.1%
CCCOP(=O)(O)c1c([N+](=O)[O-])cc(C(F)(F)F)cc1[N+](=O)[O-] (tested in a mixture with another compound)	-2.1%	-2.8%	8.2%	-0.4	7.9	-1.4%	-0.7	49	i	-3.6	5.1%	-11.4%
Cc1ccc(OCC(=O)N2CCN(CC3CC4C=CC3C4)CC2)cc1 (stereo not given)	-6.4%	-2.2%	-0.4%	-9.7	2.1	-1.3%	0.8	47	i	-35.0	-0.7%	-0.4%
Nc1ccccc1N=Cc1c(O)n(CCC2=CCCCC2)c(=O)[nH]c1=O	-5.7%	15.1%	0.1%	22.0	21.1	-0.7%	3.6	86	i	-10.9	4.3%	-2.2%
CCC1(c2ccccc2)C(=O)N(C)C(=O)N(C)C1=O	0.0%	-1.9%	1.8%	28.6	17.1	-0.1%	-0.6	56	i	-1.9	1.6%	-4.1%
COc1ccc2oc3c(c2c1)NC(=O)CN=C3c1ccccc1	-6.1%	-2.4%	-2.4%	-4.9	-15.4	-2.0%	0.4	48	i	-14.8	3.7%	-1.6%
CCCCOc1ccc(CC2C(=O)N(C)C(=O)N(C)C2=O)cc1	-9.6%	4.5%	0.5%	-3.0	-6.8	1.2%	3.2	85	i	0.4	9.2%	-8.5%	NS5 inhibitors pilot replicate=-2.7
O=C(CCC(=O)N1C[C@H]2C[C@@H](C1)c1cccc(=O)n1C2)NCc1ccc(F)cc1	-0.7%	.	-0.2%	.	.	1.0%	-0.6	50	.	.	.	.
O=c1[nH]c(=O)n(Cc2ccco2)c(O)c1C=NCCN1CCNCC1	1.5%	-20.6%	2.0%	.	.	0.8%	-1.3	40	.	.	-1.6%	-6.6%
C=C(c1ccccc1)P(=O)(O)O	-0.7%	1.2%	-0.3%	5.2	-0.6	0.4%	0.1	45	i	10.6	-1.2%	-2.6%
CCOCCCn1c(N)c(C(=O)Nc2sc3c(c2C(=O)OC)CCCC3)c2nc3ccccc3nc21	-9.3%	7.4%	-1.5%	8.3	9.8	-0.5%	8.4	46	i	0.8	12.8%	-1.3%
Nc1nnc(CCN2CCCCC2)s1	0.6%	9.6%	1.0%	-4.7	-4.7	1.1%	0.0	35	i	0.6	-9.2%	-3.8%
C=C(Cl)CSC(=S)N(CC)CC	0.7%	.	-0.9%	.	.	-0.3%	-2.0	50	.	.	.	.
Cn1cc(/C=C2\C(=O)NC(=O)N(c3ccccc3)C2=O)c2ccccc21	?	9.0%	0.4%	.	.	1.4%	0.3	45	.	.	3.7%	-1.8%
CCOc1ccccc1N=C1SCCCN1C	6.4%	0.2%	4.4%	0.8	2.1	0.1%	0.7	52	i	-11.0	-10.6%	-6.3%
CCCCS(=O)(=O)N1CCN(C(=N)N[N+](=O)[O-])CC1	.	-5.2%	.	8.4	1.3	-0.5%	-0.7	50	i	9.5	-7.1%	-3.0%
CC(C)C(=O)N1CCN(CCN=Cc2c(O)n(C)c(=O)n(C)c2=O)CC1	-8.0%	29.3%	3.1%	-14.6	1.9	0.6%	-0.7	65	i	-8.8	-0.9%	2.6%
CCOc1cc(C2NCc3ccccc3-n3cccc32)ccc1OC (stereo not given)	-5.4%	9.1%	0.3%	.	.	0.6%	1.2	83	.	.	-2.9%	-6.7%
O=C(O)C(Cc1cnc[nH]1)NS(=O)(=O)c1ccc(Cl)cc1 (stereo not given)	-1.4%	4.0%	0.9%	1.8	-6.0	1.0%	-0.4	49	i	-3.0	-3.8%	-12.3%
CN1C(=O)N(C)C(=O)C2(Cc3cc([N+](=O)[O-])ccc3N3CCN(C(=O)c4ccccc4)CC32)C1=O (stereo not given)	-4.0%	8.7%	0.5%	.	.	?	1.8	37	.	.	16.3%	-2.3%
CN1C(=O)C(=Cc2ccc(Sc3ccccc3)o2)C(=O)N(C)C1=S	-27.0%	.	0.2%	.	.	2.5%	8.8	59	.	.	.	.
CC(ON1CC1(C(F)(F)F)C(F)(F)F)(C(N)=O)C(N)=O (stereo not given)	-1.4%	-6.8%	5.9%	-2.2	-13.1	2.8%	0.4	53	i	-6.6	-5.1%	-9.0%
COC(=O)C1=C(c2cc3ccccc3o2)C[C@@H]2CC[C@H]1N2C(=O)N1CCCC1	-9.6%	.	1.2%	.	.	3.4%	-2.0	85	.	.	.	.
CN1CC[C@@]2(C)c3cc(O)ccc3N(C)C2O1 (stereo not given in full)	15.9%	.	0.1%	.	.	2.2%	-4.6	56	.	.	.	.
CCOC(=O)c1c(C)[nH]c(C(=O)C(Cc2ccccc2)N(C)C)c1C (stereo not given)	-3.2%	3.4%	0.5%	10.2	21.8	-1.7%	0.5	51	i	-7.5	1.2%	2.4%
CC1(C)C2([N+](=O)[O-])CN3CC1([N+](=O)[O-])CN(C2)C3c1ccccn1 (stereo not given)	-3.1%	-0.2%	0.2%	.	.	.	-0.8	59	.	.	1.3%	-11.7%
CCCC[N+]12CCC(CC1)C(=C(c1ccccc1)c1ccccc1)C2	-6.6%	42.6%	4.5%	1.6	3.6	3.3%	0.9	36	i	5.6	7.9%	-5.7%
CC[N+](CC)(CC)CCCOC(=O)C(O)(c1ccccc1)C1CCCCC1 (stereo not given)	2.7%	-15.7%	0.3%	-5.5	-43.7	-0.7%	2.0	47	i	4.8	-1.1%	-4.9%
CCOc1ccc(CNCCc2ccc3c(c2)OCO3)cc1	-3.5%	6.9%	0.6%	.	.	-0.8%	0.4	60	.	.	9.5%	-5.9%
CC(C)CCn1c(=O)c(C(=O)Nc2ccccc2S(N)(=O)=O)c(O)c2ccccc21	3.3%	2.5%	3.1%	27.3	22.3	-4.2%	7.5	74	i	-1.5	-1.6%	2.4%
c1ccc(C2CC3CC4(CCCC4)N2O3)cc1 (stereo not given)	-2.8%	7.6%	0.3%	5.2	14.7	1.2%	1.4	52	i	1.0	3.6%	-2.5%
COc1cccc(NP(=O)(Oc2ccccc2)Oc2ccccc2)c1	1.5%	-0.4%	0.5%	20.8	2.7	-0.3%	3.8	40	i	21.7	7.7%	5.3%
Cc1ccccc1N1CCN(Cc2ccc3c(c2)OCO3)CC1	10.9%	9.3%	0.2%	.	.	-0.8%	0.0	42	.	.	0.6%	-5.6%

A section of the results above, as a working copy:
SMILES	NS5 inhibitors	AID2073	UTI89 phage lysis	WT yeast gro inh	WT yeast gro inh mutant strain	RSV CPE inhibition	NTR1 agonist	NTR1 agonist cell count 20 µM	Autophagy mod	Autophagy mod cell loss 18 h	GPR35 arrestin U2OS	LYP phosphatase	others
Cn1cc(/C=C2\C(=O)NC(=O)N(c3ccccc3)C2=O)c2ccccc21	?	9.0%	0.4%	.	.	1.4%	0.3	45	.	.	3.7%	-1.8%
CCOc1ccccc1N=C1SCCCN1C	6.4%	0.2%	4.4%	0.8	2.1	0.1%	0.7	52	i	-11.0	-10.6%	-6.3%
CCCCS(=O)(=O)N1CCN(C(=N)N[N+](=O)[O-])CC1	.	-5.2%	.	8.4	1.3	-0.5%	-0.7	50	i	9.5	-7.1%	-3.0%
CC(C)C(=O)N1CCN(CCN=Cc2c(O)n(C)c(=O)n(C)c2=O)CC1	-8.0%	29.3%	3.1%	-14.6	1.9	0.6%	-0.7	65	i	-8.8	-0.9%	2.6%

The list continues:
SMILES	NS5 inhibitors	AID2073	UTI89 phage lysis	WT yeast gro inh	WT yeast gro inh mutant strain	RSV CPE inhibition	NTR1 agonist	NTR1 agonist cell count 20 µM	Autophagy mod	Autophagy mod cell loss 18 h	GPR35 arrestin U2OS	LYP phosphatase	others
COc1ccccc1-n1c(O)c(C=NCc2ccc3c(c2)OCO3)c(=O)[nH]c1=O	-12.8%	-1.3%	2.5%	-1.4	-19.2	0.6%	0.3	49	i	-6.7	-5.0%	-7.2%
CC1=Nc2ccccc2/C1=C/c1c(O)n(C)c(=O)[nH]c1=O	-7.9%	4.4%	0.0%	.	.	1.8%	0.1	85	.	.	-4.1%	-5.7%	NS5 inhibitors pilot replicate=0.9
Cc1cc(C)cc(OCCOc2cccc(C=C3C(=O)NC(=O)NC3=O)c2)c1	46.9µM*	1.9%	0.0%	.	.	0.8%	2.6	52	.	.	-2.2%	-6.4%	NS5 inhibitors pilot replicate=17.7*
CC1=C(C(=O)O)N2C(=O)C(NC(=O)CCCC(=O)O)C2SC1 (stereo not given)	-3.4%	.	-1.3%	-24.0	-5.9	3.6%	0.1	91	i	29.0	15.3%	-1.5%
Cc1cc(C(=O)N2CCC3(CC2)OCCO3)no1	-11.6%	12.3%	0.1%	.	.	0.1%	1.2	44	.	.	-15.7%	-9.8%
Cn1c(=O)c2c(nc(N/N=C/c3c(O)n(-c4ccccc4)c(=S)[nH]c3=O)n2C)n(C)c1=O	-3.9%	3.1%	1.3%[50 µM]	-3.8	15.3	1.0%	-1.3	68	i	2.7	-0.8%	-3.6%
